# Compound activity: PubChem, NMMLSC
# GRK2 inh = human GRK2 inhibition via aptamer displacement; P25098; bead flow cytometry, FAM-aptamer displacement from GRK2; inhibition of aptamer binding, % at 10 µM; 330,000 tested, 0.59% active;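 active = inhibition of aptamer binding above 40%, roughly 3 SD of noise, on plates passing a quality check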;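 note: median bead fluorescence of bound FAM aptamer so fluorescent compounds give negative values; no value below 0 was filed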
# LAP4-GFP MLPCN = yeast TOR pathway LAP4-GFP modulation | 320,000 tested, 0.34% active | S. cerevisiae LAP4-GFP multiplex, flow cytometry GFP, 3 h; median GFP as percent of DMSO wells | GFP response vs DMSO, % at 10 µM;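 active = GFP response vs DMSO above a set limit, about the screen mean plus 3 SD, cut at about 150% in these data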
# MEP2 TOR yeast = alters MEP2-GFP fluorescence in TOR pathway yeast screen | S. cerevisiae MEP2-GFP strain, flow cytometry GFP, 3 h; 100% = DMSO control level | AID 2016 | GFP response vs DMSO, % at 10 µM | 330,000 tested, 0.51% active;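 active = GFP response versus DMSO above a set limit, roughly screen mean plus 3 SD, cut at about 180% in these data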;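 note: median GFP fluorescence of the barcode-gated MEP2-GFP cells per well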
# CR mimetic SO = yeast age-related superoxide inhibition as caloric restriction mimetic; S. cerevisiae aged cells, superoxide DHE fluorescence; stronger effect = lower value; superoxide response (% of plate mean), % at 10 µM; 330,000 tested, 0.18% active;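 active = superoxide response under a set limit, about three screen SD below normal, cut at about 65% in these data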;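 note: yeast aged for seven days with compound at 30 °C before DHE staining; 100% = average MFI of all compound-treated wells on the plate with controls excluded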
# AGP1-GFP MLPCN = modulators of TOR pathway AGP1-GFP in S. cerevisiae; S. cerevisiae AGP1-GFP multiplex flow cytometry, 3 h; GFP as percent of DMSO wells; GFP response vs DMSO, % at 10 µM; 320,000 tested, 0.02% active; AID 2066;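 active = GFP response relative to DMSO above a set limit, near screen average plus 3 SD, cut at about 150% in these data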;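 note: median GFP channel fluorescence of the gated AGP1 strain per well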
# CIT2-GFP yeast = alters CIT2-GFP fluorescence in TOR pathway yeast screen; S. cerevisiae CIT2-GFP strain, flow cytometry, 3 h; 100 means same as DMSO wells; GFP response vs DMSO, % at 10 µM; 320,000 tested, 0.065% active; AID 2029;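 active = GFP response relative to DMSO above a set limit, near the screen mean plus 3 SD, cut at about 150% in these data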;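 note: ratio of well median GFP fluorescence to mean of DMSO wells on the plate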
# RPL19A-GFP yeast = yeast TOR pathway RPL19A-GFP modulation; S. cerevisiae RPL19A-GFP strain, flow cytometry, 3 h; stronger effect = lower value; percent response vs DMSO, % at 10 µM; 330,000 tested, 0.3% active; AID 2025;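 active = percent response vs DMSO below 50%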;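 note: median channel GFP fluorescence of the barcoded RPL19A-GFP strain; ratio of sample median GFP to plate DMSO average so 100% = DMSO; lower means less RPL19A-GFP as with rapamycin TOR inhibition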
# VLA-4 inh = inhibition in a human VLA-4 binding assay. P13612. VLA-4 expressing cells, ligand binding flow cytometry. inhibition, % (about 7 µM as worked out from the volumes in the protocol). 330,000 tested, 0.2% active. AID 2557; in the data active = inhibition above about 50%
# Target sequence (P13612 whole entry, looked up): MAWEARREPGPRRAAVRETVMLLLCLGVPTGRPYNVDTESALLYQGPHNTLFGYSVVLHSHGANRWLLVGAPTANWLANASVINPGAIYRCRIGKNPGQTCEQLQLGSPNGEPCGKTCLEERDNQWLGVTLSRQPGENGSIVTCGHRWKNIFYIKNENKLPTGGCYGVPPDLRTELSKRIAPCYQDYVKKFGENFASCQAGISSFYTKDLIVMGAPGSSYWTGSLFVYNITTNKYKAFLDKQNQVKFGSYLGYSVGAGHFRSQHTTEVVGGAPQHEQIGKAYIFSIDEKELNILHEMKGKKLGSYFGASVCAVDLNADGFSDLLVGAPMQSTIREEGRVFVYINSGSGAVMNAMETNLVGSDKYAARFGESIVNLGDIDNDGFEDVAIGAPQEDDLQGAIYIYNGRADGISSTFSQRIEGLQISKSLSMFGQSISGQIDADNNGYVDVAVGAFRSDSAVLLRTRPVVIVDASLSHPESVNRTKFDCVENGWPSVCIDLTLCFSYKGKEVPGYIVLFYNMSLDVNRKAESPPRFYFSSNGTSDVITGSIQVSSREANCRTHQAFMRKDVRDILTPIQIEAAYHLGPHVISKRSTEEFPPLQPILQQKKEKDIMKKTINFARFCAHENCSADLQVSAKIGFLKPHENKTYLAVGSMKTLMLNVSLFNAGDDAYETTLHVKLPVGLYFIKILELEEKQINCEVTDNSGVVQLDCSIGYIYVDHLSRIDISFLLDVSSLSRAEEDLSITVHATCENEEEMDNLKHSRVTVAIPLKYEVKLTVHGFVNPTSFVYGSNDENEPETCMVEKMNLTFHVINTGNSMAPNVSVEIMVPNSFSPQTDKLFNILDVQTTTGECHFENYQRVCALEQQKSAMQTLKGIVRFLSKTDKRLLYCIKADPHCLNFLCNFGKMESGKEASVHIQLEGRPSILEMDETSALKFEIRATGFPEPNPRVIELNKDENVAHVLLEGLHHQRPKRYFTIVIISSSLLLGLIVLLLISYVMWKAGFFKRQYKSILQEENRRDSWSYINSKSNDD
# * marks the source's active call; other numbers are inactive results; nt = no result given.
# Values run as follows: LAP4-GFP MLPCN	GRK2 inh	AGP1-GFP MLPCN	VLA-4 inh	MEP2 TOR yeast	CR mimetic SO	CIT2-GFP yeast	RPL19A-GFP yeast
CC(C)NC(=O)NC(=O)COC(=O)C1CCCN1C(=O)c1cccs1 (stereo unspecified)
→ 105	2	99	8	99	93	102	99
CC(C)NC(=O)Nc1cccc2c1O[C@H](CN(C)S(C)(=O)=O)[C@@H](C)CN([C@H](C)CO)C2=O
→ 93	2	92	-18	88	101	93	94
COc1cccc(CN(C)C(=O)c2cccc(S(=O)(=O)NCc3ccccc3)c2)c1OC
→ 97	0	106	9	98	98	109	99
O=C(Nc1cccc(-c2nnco2)c1)c1cccs1
→ 110	2	108	7	98	99	99	98
Cc1ccccc1NC(=O)Cn1c([N+](=O)[O-])cnc1C
→ 90	0	98	26	88	96	98	99
Cc1ccccc1-c1nnc(SCC(=O)N(C)c2c(N)n(Cc3ccccc3)c(=O)[nH]c2=O)n1C
→ 92	2	99	3	89	88	87	88
Cc1ccc(C)c(C(=O)CSc2nnc(C)s2)c1
→ 98	0	96	19	96	102	92	99
Cc1ccc([N+](=O)[O-])cc1NC(=O)CCc1ccccc1
→ 95	3	90	1	95	98	89	88
Cc1cc(C)n(CC(O)COc2cccc(OCC(O)Cn3nc(C)cc3C)c2)n1 (stereo unspecified)
→ 101	2	109	13	113	85	96	101
COc1cccc(-c2nn(-c3ccccc3)cc2CN(C)Cc2c(C)nc3ccccn23)c1
→ 91	1	101	-2	93	99	96	100
CC(=O)C1=C(C)NC(SCC(N)=O)=C(C#N)C1c1cccnc1 (stereo unspecified)
→ 103	0	101	2	97	113	100	96
COc1cc(-c2nc(-c3ccc(Br)o3)no2)cc(OC)c1OC
→ 97	0	103	2	100	110	97	101
COc1ccc(-c2noc(-c3ccco3)n2)cc1OC
→ 95	0	90	-1	93	110	99	96
COc1ccccc1CNc1ccc(C(=O)O)cc1
→ 113	0	102	1	104	81	nt	96
COc1ccc(OC)c(N(CC(=O)NCC2CCCO2)S(=O)(=O)c2ccccc2)c1 (stereo unspecified)
→ 96	0	99	-8	107	104	105	104
O=C(Nc1n[nH]c(C(F)(F)F)n1)C1CC1
→ 105	0	104	8	98	99	103	100
Cc1cc(C(=O)CCC(=O)N2CCN(c3ccccc3O)CC2)c(C)s1
→ 105	3	101	6	99	76	97	96
COc1ccc(S(=O)(=O)N2CCCCCC2)cc1NS(=O)(=O)c1cc(C(=O)O)cc(C)c1C
→ 106	0	102	5	103	93	95	97
CC1(C)Cc2nc3sc(C(N)=O)c(N)c3cc2CO1
→ 104	0	102	7	93	87	85	102
O=C(NCc1ccco1)c1cc(-c2ccccn2)nc2ccccc12
→ 96	5	108	4	112	100	108	102
CCOc1cc(C(=O)Nc2ccncc2)cc(OCC)c1OCC
→ 97	0	93	3	96	106	87	93
Cc1ccc2c(N)c(C)ccc2c1
→ 117	0	104	5	108	99	106	98
N#C/C(=C/c1ccc(-c2cc(C(=O)O)cc(C(=O)O)c2)o1)c1nc2ccccc2s1
→ 114	4	99	-25	104	109	105	101
O=[N+]([O-])c1cccc(Cl)c1NCCNS(=O)(=O)c1ccccc1
→ 105	0	103	-25	104	119	92	102
O=C(CN1c2cccc3cccc(c23)S1(=O)=O)N1CCCCC1
→ 102	5	105	-6	109	110	94	104
Cc1cc2c(cc1C)/C(=C\C(N)=O)NC(C)(C)C2
→ 93	0	101	-1	99	95	101	98
Cc1ccc(C(=O)NNC(=O)c2cc3ccccc3cc2O)cc1
→ 101	0	103	14	113	106	108	107
Cc1nc(NC(=O)C2CC2)sc1C(=O)Nc1ccccc1
→ 100	0	99	9	103	93	98	100
CCN1CCN(C(=O)c2ccc(COc3cccc(Cl)c3)o2)CC1
→ 98	2	100	-4	105	94	104	104
CCCCCCCCn1c(=O)c(C(=O)OC)c(N)c2ccccc21
→ 128	1	112	-2	108	86	112	99
CC1=CC(C)(C)N(C)C(=O)N1c1ccc(Cl)cc1
→ 107	0	109	15	103	112	110	104
CCC12CC3CC(C1)CC(C(=O)Nc1nn[nH]n1)(C3)C2
→ 96	0	95	0	93	87	101	94
CCOC(=O)C1(C)NC(c2cccc(C)c2)C2C(=O)N(c3ccccc3)C(=O)C21 (stereo unspecified)
→ 96	0	100	-10	102	106	101	97
Cc1nc2ccc(NS(=O)(=O)c3ccc(F)c(F)c3F)cc2s1
→ 94	2	96	-12	97	106	98	96
CCOc1ccc(NC(=O)Nc2ccc(NC(C)=O)cc2)cc1
→ 88	1	95	5	96	98	96	107
CN(C)/C=C1\Cc2ccccc2C1=O
→ 106	0	91	10	92	104	81	97
CC(C)(C)c1ccc(NC(=O)N2CCN(c3ccc([N+](=O)[O-])cn3)CC2)cc1
→ 107	6	106	-4	97	103	86	100
CN(C)/C=C1\SC(=S)N(c2ccc(F)cc2)C1=O
→ 97	0	100	-13	99	88	101	100
COc1ccc(CCNc2nc(-c3ccncc3)cs2)cc1OC
→ 104	0	101	-14	98	90	92	97
CCCOP(=O)(c1ccc(N(C)C)cc1)C(O)c1ccc(Cl)cc1 (stereo unspecified)
→ 109	1	97	5	105	95	91	103
Cc1cc(/C=C2\SC(=O)NC2=O)c(C)n1-c1ccc(N(C)C)cc1
→ 92	0	92	10	108	109	105	102
CN(C)CCSc1nc(N)c2c3c(sc2n1)CN(C)CC3
→ 97	0	91	-3	98	107	93	92
COC(=O)c1ccc(C2c3[nH]c4ccccc4c3C[C@H]3C(=O)N(C4CC4)CC(=O)N23)cc1 (stereo partly specified)
→ 108	2	108	14	109	94	106	102
COc1ccc(C(=O)O)cc1S(=O)(=O)NCCN(C)C
→ 102	0	106	-2	105	99	104	99
COCCNC(=S)N1CCN(C/C=C/c2ccccc2)CC1
→ 92	0	101	1	108	96	90	102
C/C(CC(=O)C(F)(F)F)=N\NC(=O)/C(C#N)=C/N(C)C
→ 92	0	95	13	100	81	93	94
Cc1nn(CC(=O)N2CCCC2)c(=O)c2nn(-c3ccccc3)c(C)c12
→ 103	2	107	6	102	112	101	98
Cc1onc(-c2c(Cl)cccc2Cl)c1CO/N=C(\C#N)c1c(Cl)cccc1Cl
→ 106	2	105	5	99	109	98	96
COC(=O)c1cc2sc(Cl)cc2n1CC(=O)N1CCCc2ccccc21
→ 98	0	104	4	102	105	100	97
COc1cc(OC)c(OC)cc1CNCCSc1nnnn1C
→ 92	0	101	-2	102	102	106	98
Cc1c(C)n(Cc2ccccc2)c2ncnc(NCCCO)c12
→ 100	3	108	10	108	124	106	102
O=C(Nc1ccc(OC(F)(F)C(F)F)c(NC(=O)c2cccc(F)c2)c1)c1cccc(F)c1
→ 106	4	111	-5	108	118	107	110
O=C1C=C(NCc2ccccc2)C2(CCCCC2)O1
→ 88	2	97	-5	96	74	85	95
N#Cc1ccccc1S(=O)(=O)N1CCN(C(=O)C2CCC2)CC1
→ 95	0	100	8	93	83	95	90
COc1ccc(CN2CCNC(=O)C2CC(=O)NC2CCCCCC2)c(C)c1C (stereo unspecified)
→ 95	0	104	6	97	96	100	99
CC(C)NS(=O)(=O)c1ccc(OCC(=O)Nc2ccc(F)cc2)cc1
→ 99	2	110	3	106	94	110	98
COc1cccc(-c2ccc(NC(=O)C3CCCN(Cc4cnn(C)c4C)C3)cc2)c1 (stereo unspecified)
→ 127	3	111	1	105	91	113	107
CC(C)N(Cc1ccccc1)C(=O)CN1C(=O)NC2(CCCCCC2)C1=O
→ 99	0	102	6	102	84	96	100
COc1ccc(Cc2nnc(SCC(=O)NC3CCCCC3)n2C)cc1
→ 98	1	100	-8	100	104	104	96
CCOc1ccc(CN2CCNC(=O)C2CC(=O)NCc2ccccn2)cc1 (stereo unspecified)
→ 94	0	102	5	106	103	105	108

# Continued.
# Values run as follows: LAP4-GFP MLPCN	GRK2 inh	AGP1-GFP MLPCN	VLA-4 inh	MEP2 TOR yeast	CR mimetic SO	CIT2-GFP yeast	RPL19A-GFP yeast
O=C(NCc1ccc(Cl)cc1)c1ccc(CNc2c(N3CCCC3)c(=O)c2=O)cc1
→ 97	0	102	nt	96	96	102	94
Cc1nnc(NC(=O)CSc2n[nH]c(-c3ccccc3C)n2)s1
→ 93	3	71	1	107	90	95	92
Cn1c(/N=C/c2ccccc2[N+](=O)[O-])nc2ccccc21
→ 97	0	100	17	104	103	103	102
COCCCN=Cc1c(-c2ccccc2)[nH]n(-c2nc3ccccc3s2)c1=O
→ 124	0	97	-5	94	100	96	90
Cn1ncc(Cl)c1C(=O)N1CCN(c2ncccn2)CC1
→ 87	4	94	-1	98	93	99	102
O=C(Nc1nc2c(F)c(F)c(F)cc2s1)c1ccco1
→ 105	0	92	4	113	98	107	94
COc1ccc(S(=O)(=O)N2CCCCC2)cc1NC(=O)C1CSC2(C)CCC(=O)N12 (stereo unspecified)
→ 80	5	86	5	91	91	90	95
CC(=O)Nn1cnc2c(c1=O)C1(CCCCC1)Cc1ccccc1-2
→ 97	0	103	0	108	101	113	nt
CC(C)CCNC(=O)C1CCC(CNc2c(N3CCC(C)CC3)c(=O)c2=O)CC1 (stereo unspecified)
→ 107	1	106	1	107	109	96	100
CCOc1ccc(Cn2c(=O)oc3ccc(C)cc32)cc1OC
→ 108	1	99	19	97	96	85	98
CCOc1ccc(/C(C)=N/NC(=O)C(OC)c2ccccc2)cc1 (stereo unspecified)
→ 101	27	99	0	97	85	96	99
CCCC(=O)NCCCc1nc2ccccc2n1C
→ 100	2	94	3	96	83	90	92
Cc1cc(N(C)C)c(C#N)c(N2CCCCC2)n1
→ nt	0	86	12	93	89	79	90
O=C(N1CCN(c2ccccc2F)CC1)C12CC3CC(CC(C3)C1)C2
→ 103	2	105	6	94	83	101	103
COc1ccc2[nH]cc(CCNC(=O)C3CCCCC3)c2c1
→ 96	0	97	-4	110	107	97	104
CCOc1cc(CNCCc2ccc(S(N)(=O)=O)cc2)ccc1OCC(=O)NC(C)(C)C
→ 96	0	94	4	98	93	95	93
COc1ccc(-c2cc(=O)oc3cc(OCC(=O)NCc4ccccn4)ccc23)cc1
→ 99	0	100	3	90	117	91	96
CC(=C/c1ccco1)/C=N/N1CCN(c2ccccc2)CC1
→ 104	2	99	0	101	101	103	101
COc1ccc(CC(=O)NCc2ccccc2)cc1OC
→ 98	0	97	4	108	99	102	96
CCCOc1ncnc2c1[nH]c1ccc(OC)cc12
→ 127	0	99	4	98	95	98	94
CC1CCCCN1C(=O)CCNS(=O)(=O)c1ccc2c(c1)c(=O)n(C)c(=O)n2C (stereo unspecified)
→ 91	3	94	18	96	101	100	95
Cn1c(NC(=O)C2CCCC2)cc(=O)n(C)c1=O
→ 104	1	107	-1	103	106	98	94
CCC(CC)NC(=O)c1cc([N+](=O)[O-])ccc1N1CCOCC1
→ 105	0	108	10	104	110	111	105
COc1ccccc1N(C)S(=O)(=O)c1ccc(C(=O)NCC(C)C)cc1
→ 109	0	104	-12	99	107	93	97
C[C@@H]1O[C@@H]1P(=O)(O)O
→ 106	2	101	45	92	95	92	99
COc1cc(/C=N/NC(=S)Nc2cccc(S(=O)(=O)N(C)C)c2)ccc1O
→ 80	0	102	5	85	96	108	109
C=CCn1c(N)c(S(=O)(=O)c2cccs2)c2nc3ccccc3nc21
→ 99	0	101	-5	102	106	104	95
CSc1ncc(CN2CCN(C3CCCC3)C(CCO)C2)cn1 (stereo unspecified)
→ 98	1	101	1	95	98	99	97

# Whole records as entered above. Order of screens: LAP4-GFP MLPCN	GRK2 inh	AGP1-GFP MLPCN	VLA-4 inh	MEP2 TOR yeast	CR mimetic SO	CIT2-GFP yeast	RPL19A-GFP yeast
# `CC(=C/c1ccco1)/C=N/N1CCN(c2ccccc2)CC1` is entered as 104	2	99	0	101	101	103	101
# `CCOc1cc(CNCCc2ccc(S(N)(=O)=O)cc2)ccc1OCC(=O)NC(C)(C)C` is entered as 96	0	94	4	98	93	95	93
